NR2E3 ag-1: NR2E3 agonists in two-hybrid cells, primary screen, cell-based, luminescence, CHO-S, Gal4-NCOR/VP16-NR2E3; inhibition of corepressor binding, % at 3.98 µM; AID 602229, 2012; luciferase; Photoreceptor-specific nuclear receptor (Homo sapiens), Q9Y5X4; 360,000 compounds, 0.35% hits;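 active = inhibition above the mean of all tested compounds plus 3 SD, cut at about 70% in these data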;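 note: 0% = DMSO with NR2E3 transfected cells and 100% = cells lacking NR2E3 construct; higher means lower luciferase signal from less NR2E3 corepressor binding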
Target sequence (Q9Y5X4 whole entry, looked up, the tested form may be a part): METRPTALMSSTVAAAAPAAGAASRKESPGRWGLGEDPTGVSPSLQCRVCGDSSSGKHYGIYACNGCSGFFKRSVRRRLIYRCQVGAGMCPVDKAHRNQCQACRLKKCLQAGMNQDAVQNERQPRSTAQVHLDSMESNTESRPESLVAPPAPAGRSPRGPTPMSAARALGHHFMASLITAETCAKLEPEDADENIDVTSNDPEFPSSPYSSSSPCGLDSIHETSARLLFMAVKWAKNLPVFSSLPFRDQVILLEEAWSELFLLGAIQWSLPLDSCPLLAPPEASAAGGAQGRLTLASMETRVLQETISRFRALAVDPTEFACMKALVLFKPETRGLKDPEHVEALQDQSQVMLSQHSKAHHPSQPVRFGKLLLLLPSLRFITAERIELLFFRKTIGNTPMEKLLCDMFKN
Shn3 inh set2: reduction of Shn3 3'UTR firefly luciferase signal, primary screen, Schnurri-3 inhibitor project, cell-based, Clone20 osteoblasts, set 2 | Clone20 osteoblast Shn3 3'UTR firefly luciferase, 24 h | inhibition, % at 12.5 µM | 360,000 compounds, 0.52% hits | AID 588674, 2011;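 active = mean inhibition of at least 75% with every replicate also reaching 75%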;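 note: 0% = median of neutral control wells and 100% = pilot-screen positive control compound; some compounds past the cut are filed as inactive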
KKLEB cytotox: cytotoxicity in KKLEB CF airway cells, primary screen, cytotoxicity control for CF NF-kB inhibitor project, cell-based, uHTS, fluorescence assay plates. KKLEB CF airway cells viability, ATPlite luminescence, overnight; active compounds read low; cells stimulated with P. aeruginosa culture filtrate. activity change (cytotoxicity), % at 5 µM. 360,000 compounds, 0.36% hits;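 active = corrected activity change at or below -50% at 5 µM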
Peg3 prom inh: Peg3 promoter-driven luciferase inhibitors, primary screen, cell-based, HeLa, luciferase luminescence | HeLa PEG-Prom luciferase reporter, overnight | inhibition, % at 20 µM | 360,000 compounds, 1.7% hits;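 active = inhibition of at least 50% at 20 µM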
HIF-2a inh: HIF-2a reporter inhibitors, primary screen, luminescence, 786-0 RCC cells. 786-0 RCC cells HIF-2a reporter, luciferase luminescence, overnight. inhibition, % at 18.8 µM. 360,000 compounds, 0.72% hits. AID 624352, 2012;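 active = inhibition of the luminescence signal of 40% or more relative to plate controls, in a single-dose primary screen at 18.75 µM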
CF NFkB block: inhibitors of PAF-induced NF-kB signaling, primary screen, cell-based, GFP fluorescence, uHTS | AID 588850, 2011 | inhibition, % at 5 µM | 360,000 compounds, 0.86% hits | KKLEB NF-kB-GFP reporter, GFP fluorescence overnight;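 active = at least 50% inhibition at 5 µM, scaled per plate between neutral and stimulator controls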;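 note: PAF is a Pseudomonas aeruginosa culture filtrate used as stimulus; plate controls were PAF-stimulated DMSO wells for no effect and unstimulated DMSO wells for full effect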
TRPM1 prom inh: inhibitors of MITF-dependent TRPM1 promoter reporter, primary screen, cell-based, SK-MEL-5, single point, luciferase; SK-MEL-5 TRPM1 promoter luciferase, 24 h; inhibition, % at 12.5 µM; 330,000 compounds, 0.83% hits;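 active = mean inhibition across replicates of 60% or more, whatever share of single replicates reaches that level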; note: values of inactives mirror those of a sister screen read the other way
TROY NFkB inh: inhibitors of TROY-driven NF-kB signaling, primary screen, Q293 LMP1-TROYcd cells, NF-kB luciferase, uHTS. Q293 LMP1-TROYcd NF-kB luciferase reporter, 4 h. inhibition, % at 10 µM. 360,000 compounds, 0.98% hits. AID 1347056, 2019;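 active = compounds whose plate-normalised and pattern-corrected inhibition of the luciferase reporter signal at the single screening dose is 50% or more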
C8 TRAIL sens: viability loss with TRAIL in NB7+C8 cells, primary screen, TRAIL sensitizer project, cell-based, ATPlite luminescence. inhibition (viability loss, TRAIL sensitization), % at 10 µM. 360,000 compounds, 1% hits;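 active = compounds causing at least 50% loss of cell viability in the single-dose screen, relative to plate controls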
NR2E3 ag-2: inhibitors of NR2E3-RetCOR corepressor binding, primary screen, NR2E3 agonist project, biochemical, TR-FRET, GST-NR2E3, biotin-RetCOR; AID 2300, 2010; 1536-well; inhibition of corepressor binding, % at 4.78 µM; Photoreceptor-specific nuclear receptor (Homo sapiens), Q9Y5X4; 320,000 compounds, 0.12% hits;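 active = percent inhibition above the cutoff of mean plus 3 SD of all tested compounds, set per screening campaign, cut at about 20% in these data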;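 note: 0% = DMSO wells and 100% = biotin wells as full block of FRET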
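Assay system: NR2E3–RetCOR corepressor complex. Quantity: 1.35 nM GST-NR2E3. Buffer or medium: pH 7.5 Tris-based buffer. Reagent: biotinylated RetCOR corepressor at 7 nM final. Schedule: 5 h at 4 °C. Detection: TR-FRET, emission read at 617 and 671 nm. Replicates: one well per compound, singlicate testing.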
TWEAK Fn14 block: inhibitors of TWEAK-Fn14 signaling, primary screen, luciferase reporter cells, uHTS. TWEAK-stimulated Fn14 reporter cells, luciferase luminescence, 8 h. inhibition, % at 10 µM. 360,000 compounds, 2% hits. AID 1159606, 2016; in the data active = inhibition above about 50%
Starred values were filed as active, the others as inactive; · = not tested or not shown.

cpd	SMILES	KKLEB cytotox	Peg3 prom inh	NR2E3 ag-2	NR2E3 ag-1	TRPM1 prom inh	Shn3 inh set2	TWEAK Fn14 block	C8 TRAIL sens	HIF-2a inh	TROY NFkB inh	CF NFkB block
1	O=C(Cn1nc(Cc2cccnc2)c2ccccc2c1=O)NCc1ccc(F)cc1	-4	7	0	20	·	0	13	-5	14	-1	-16
2	COc1ccccc1C1=NOC(COC(=O)c2ccc([N+](=O)[O-])cc2)C1 (stereo not drawn)	15	14	1	-7	·	-15	-1	-15	9	-2	4
3	Cc1ccnc(N2CCC(C(=O)Nc3nnc(C)s3)CC2)n1	16	14	0	-22	9	-9	-1	-1	15	-6	7
4	O=C(O)C(Oc1ccc2c(c1)oc(=O)c1ccccc12)c1ccccc1 (stereo not drawn)	-10	24	0	2	11	-13	-10	-4	12	8	-8
5	O=C(c1c[nH]c(C(=O)C(Cl)(Cl)Cl)c1)c1ccccc1Cl	-13	24	4	-6	5	-11	36	8	14	16	10
6	CC(C)OC(=O)CSc1nnc(-c2cnccn2)n1-c1ccc(Cl)cc1	10	5	2	-20	-9	13	-7	-7	9	-18	0
7	CCN(c1ccccc1)S(=O)(=O)c1ccc(Oc2ccccc2C(C)=O)nc1	5	24	·	-24	10	17	5	-7	14	8	3
8	CC1=C(OC(=O)c2ccccc2)C(C)(C)C(c2ccc(Br)cc2)OC1=O (stereo not drawn)	-6	20	1	-22	-5	-18	-1	3	6	0	3
9	Cc1cccnc1Oc1ncccc1N	-7	8	1	-18	·	4	8	2	16	11	6
10	CCOC(=O)CN1C(=O)C(C)(C)Oc2ccc(C(=O)NC(C)(C)CC)cc21	0	9	0	1	9	4	-7	-3	19	2	-4
11	O=C(NCC(=O)N(CCN1CCOCC1)C(C(=O)NC1CCCC1)c1ccccc1)c1cccs1 (stereo not drawn)	13	4	-1	-2	10	-1	8	-4	6	-5	-8
12	CCOc1ccc(Nc2ncnc3ccc([N+](=O)[O-])cc23)cc1	-14	12	1	-48	-7	9	77*	15	15	51*	75*
13	O=C(Nc1ccc(NS(=O)(=O)c2ccc([N+](=O)[O-])cc2)cc1)c1ccco1	6	13	2	-7	7	-10	-24	-3	-1	-8	-12
14	Cc1cc(C(=O)N(C)Cc2c(F)cccc2Cl)c2ccccc2n1	11	5	2	-5	10	41	21	9	14	10	-24
15	CNC(=O)c1c(NC(=O)c2ccc3ncsc3c2)sc(C)c1C	-7	-48	·	-13	-37	-57	-18	10	-39	-11	-21
16	CC1CCCN(C(=O)c2ccc3c(=O)n(C4CCCC4)c(=S)[nH]c3c2)C1 (stereo not drawn)	1	-7	2	5	5	30	33	16	14	33	6
17	COc1cccc(CN2CCNC(=O)C2CC(=O)NCc2cn3cccc(C)c3n2)c1OC (stereo not drawn)	1	3	2	5	-8	6	20	-3	14	-5	8
18	O=C(Nc1ccc(F)cc1)N1CCN(c2nc3ccccc3s2)CC1	-11	-30	1	-20	1	35	11	0	-40	0	-8
19	CC(C)CC(=O)N1CCN(c2ccc(NC(=O)c3ccco3)cc2)CC1	19	-22	1	-13	4	2	-11	-15	2	-12	3
20	O=C(NC12CC3CC(CC(C3)C1)C2)N1CCN(c2ccccc2)CC1	7	1	-2	12	1	3	12	-4	1	0	-13
21	COC(=O)c1ccc(NC(=O)COc2ccc3c(c2)OCO3)cc1	9	-14	4	3	14	13	-10	-4	-6	-3	-10
22	C=CCn1c(SCC(=O)N(C)C2CCS(=O)(=O)C2)nnc1-c1ccccc1 (stereo not drawn)	-22	7	-1	9	2	-10	2	2	5	-9	13
23	O=C(NCc1cccnc1)/C(=N\O)c1ccccc1	-1	-10	-1	-10	-8	2	17	11	-2	11	5
24	O=C(CSc1nncs1)Nc1ccc(Cl)cn1	4	-3	1	-18	-5	-4	-11	-16	-13	4	11

CF NFkB block: entries above that show a hit
entry | structure | Peg3 prom inh | NR2E3 ag-2 | NR2E3 ag-1 | TRPM1 prom inh | Shn3 inh set2 | TWEAK Fn14 block | HIF-2a inh | CF NFkB block
12 | CCOc1ccc(Nc2ncnc3ccc([N+](=O)[O-])cc23)cc1 | 12 | 1 | -48 | -7 | 9 | 77* | 15 | 75*

Additional structures.
cpd	SMILES	KKLEB cytotox	Peg3 prom inh	NR2E3 ag-2	NR2E3 ag-1	TRPM1 prom inh	Shn3 inh set2	TWEAK Fn14 block	C8 TRAIL sens	HIF-2a inh	TROY NFkB inh	CF NFkB block
25	CSC(=NCc1ccc(F)cc1)NS(=O)(=O)c1cccs1	-4	26	-3	-9	5	4	15	-4	15	23	11
26	CC1(C)CC(=O)CC2(C1)NCC(c1ccccc1)c1c2[nH]c2ccccc12 (stereo not drawn)	-16	7	-3	4	8	-5	8	-6	16	8	4
27	NC(=O)CC(NC(=O)Cc1ccc(Br)cc1)c1ccc(N2CCC(N3CCCCC3)CC2)c([N+](=O)[O-])c1 (stereo not drawn)	0	8	3	-4	-1	1	-5	-9	14	-14	-21
28	CCOc1cc(C2C(C(=O)OC(C)C)=C(C)N=C3SCCC(=O)N32)ccc1OC(C)=O (stereo not drawn)	0	-5	4	1	-2	-2	7	-9	9	2	5
29	Cc1ccc(OCC(=O)N/N=C\c2ccc(-c3cccc(C(=O)O)c3)o2)c(C)c1	1	-57	-4	-77	-13	-33	-21	-7	-28	-70	6
30	Cc1ccc(-n2c(SCC(=O)NCCN3C(=O)CSC3=O)nnc2-c2ccccc2)cc1	6	11	2	6	5	17	3	11	9	10	-12
31	O=C(NCc1cccnc1)c1ccc(S(=O)(=O)Nc2ccccc2)cc1	1	7	-3	-22	12	2	5	29	16	-22	-10
32	CCC(C)c1ccc(OCC(=O)O)cc1 (stereo not drawn)	6	1	0	-16	-15	-7	6	-14	4	-7	6
33	COc1ccccc1C1CN(c2ccc(F)cc2F)N=C1c1cccs1 (stereo not drawn)	6	23	6	-8	10	-4	-13	-6	2	-16	-4
34	CC1CCCN(Cc2nc3c(c(=O)n(C)c(=O)n3C)n2CC(=O)c2ccccc2)C1 (stereo not drawn)	-8	-3	1	-30	·	2	-5	-9	5	1	13
35	Cc1cccc(Nc2nc(N)c([N+](=O)[O-])c(NCc3ccccc3)n2)c1	-13	15	1	-14	-3	2	18	8	-11	23	21
36	O=C(NNC(=O)c1ccccc1Br)c1ccc2nc[nH]c2c1	10	-10	4	-6	11	9	-8	-2	-4	-18	-31
37	CCOC(=O)N1CCC(NS(=O)(=O)c2cc(Br)cc3c2N(C(=O)CC)CC3)CC1	-1	8	2	18	6	11	-8	7	15	2	-7
38	Cc1cc(=O)[nH]c(N/N=C/c2ccc(Cl)cc2Cl)n1	20	-22	-2	24	-20	-24	-15	4	5	-32	-10
39	CS(=O)(=O)N(CC(=O)NC1CCCC1)c1ccc2c(c1)OCCO2	4	-87	-1	-22	-2	11	-1	1	7	2	0
40	Cc1cc(Br)c2nc(-c3ccccc3)c(Cc3cccc(Cl)c3)n2c1	·	·	·	-12	·	·	2	2	-39	22	·
41	C=CCn1c(SCc2ccc(C#N)cc2)nnc1-c1cccc(Cl)c1	5	10	0	-10	7	0	-5	-13	10	-3	-12
42	COC(=O)CNC(=O)c1ccc(F)cc1	13	5	3	-21	·	-8	5	4	14	11	-16
43	CCNC(=S)Nc1ccc(N(c2ccccc2)C(C)C)cc1	-2	24	4	0	8	17	-2	2	-6	-17	10
44	CCCc1cc(C(=O)Nc2cc(C)on2)no1	16	-123	2	-54	·	-5	-9	3	-152	-48	-24
45	Cn1c(=O)[nH]c(=O)c2c1nc(SCCO)n2CCCc1ccccc1	-12	20	0	-12	-5	-12	-3	-16	21	-8	5
46	c1ccc(COc2ccc(OCCCCN3CCCCC3)cc2)cc1	-4	-83	-1	-20	-57	-13	-43	19	-93	-17	3
47	O=C(Nc1ccccc1N1CCCC1)C1=COCCO1	13	-9	3	3	8	-14	14	10	0	2	-27
48	CSc1nc(N)nc2c1ncn2C1OC(CO)CC1O (stereo not drawn)	-8	0	·	-9	3	12	-7	-9	-15	-1	-4
49	COC(=O)NC(=C(Cl)Cl)S(=O)(=O)c1ccccc1	-2	47	-1	28	31	22	69*	7	-15	0	34
50	COC(=O)C1CSC2c3ccccc3C(=O)N12 (stereo not drawn)	-3	11	2	-5	6	-4	7	9	3	-2	3
51	O=C(CSc1nc2ncc(Cl)cc2[nH]1)N1CCC(Cc2ccccc2)CC1	-12	9	·	0	4	-11	-16	-16	-1	3	10
52	Cc1ccc(NC(=O)Cn2nnc(-c3ccccc3-n3cnnn3)n2)c(C)c1	-8	12	2	2	2	4	-13	2	0	1	6
53	CC1CCN(C(=O)Cn2c3ccccc3c3nc4n(c(=O)c32)CCS4)CC1	12	-5	0	3	-5	12	9	-16	4	15	-18
54	CCOC(=O)c1[nH]c(C)c(/C(O)=C2\C(=O)C(=O)N(CCCN3CCOCC3)C2c2cccs2)c1C (stereo not drawn)	-12	10	-1	-36	10	84	15	13	4	-6	0
55	CC1(C)Oc2ccc3ccc(=O)oc3c2[C@@H](O)[C@@H]1O	0	-10	5	-5	-13	-21	18	-26	2	5	29
56	Cc1ccc(N(Cc2ccccc2)C(=O)c2cc(S(=O)(=O)N3CCOCC3)ccc2Cl)cc1	-4	28	-3	-6	8	22	-16	3	5	16	29
57	CCOc1ccccc1-c1nc(CN2CCCC2c2nccs2)c(C)o1 (stereo not drawn)	9	9	4	-10	14	16	0	-6	16	28	4
58	Cc1ccc(OCCNC(=O)Cc2ccc(F)cc2)cc1	-30	3	0	4	4	-11	-6	-7	-6	7	4
59	CC(=O)N1c2ccc(S(=O)(=O)N3CCCC(C(=O)NCc4ccc(Cl)cc4)C3)cc2CC1C (stereo not drawn)	-2	14	2	4	18	38	32	15	16	30	-5
60	O=C(NCCO)c1nc(C(=O)c2ccc(Cl)cc2)c2ccccc2n1	0	-5	-1	2	25	9	7	-5	5	1	-11
61	CC1=Nn2c(nnc2-c2ccccn2)SC1	-5	8	0	-13	0	-6	1	-11	16	-6	-1
62	O=C(CCc1ccc(S(=O)(=O)N2CCOCC2)cc1)OCC(=O)c1ccccc1	-16	15	·	-3	-1	0	8	6	-2	-7	4
63	COc1ccc(NS(=O)(=O)c2ccc(C(=O)N(C)Cc3cccs3)cc2)cc1	-4	9	·	26	11	40	2	10	12	20	20

This is a subset; rates above refer to the full screens.
